Ins promoter up: MIN6 insulin promoter up-regulation; 190,000 tested, 0.3% active; z-score at 5 µM; MIN6 insulin promoter-GFP reporter, high-content imaging; active compounds read high; AID 1625;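 active means z-score above 3 at 5 µM with at least 500 cells counted in the well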
Yfh1-off respiration: enhancers of respiration in Yfh1-depleted yeast, dose response, Friedreich's ataxia, plus single-dose screen (AID 1465); 220,000 tested, 0.074% active; S. cerevisiae Yfh1-off respiration, WST-1 reduction, 72 h; higher fold induction means a stronger effect; fold induction at 50 µM; hits with a dose series show EC50 in µM;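 active means fold induction of absorbance versus untreated yeast above a set limit, then at least 30% activation at any dose in follow-up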;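 further: activators that raise dye reduction in frataxin-depleted yeast; strong numbers were not always called active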
PMI inhibitors: MPI enzyme activity inhibition – biochemical, fluorescence intensity, coupled assay, primary screen (AID 1209); 190,000 tested, 0.42% active; one-dose inhibition, % at 20 µM; IC50 in µM for titrated hits; purified PMI enzyme, coupled fluorescence intensity; higher % means a stronger effect;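 further: plate controls were DMSO vehicle for no effect and wells lacking substrate for full effect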
Autophagy mod: modulators of autophagy. 190,000 tested, 0.98% active. calls only at 10 µM (by protocol). MEF GFP-LC3 puncta imaging; test concentration mostly 10 µM;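 active means percentage of spot-positive cells more than 3 SD above its plate mean, without a fluorescence outlier flag or 80% toxicity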;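 further: spot-positive cell cutoff set from DMSO-treated cells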
WT yeast gro inh: growth inhibition of WT yeast, mitochondrial fusion screen; mitochondrial fusion phenotypic screen, WT strain; 190,000 tested, 2.1% active; inhibition, % at 10 µM; in the data active means inhibition above about 58%; tested in S. cerevisiae
bCat nuc transl: beta-catenin nuclear translocation modulation | HeLa beta-catenin nuclear translocation, immunofluorescence imaging | nuclear translocation activity, % at 5 µM | 190,000 tested, 0.3% active | AID 1665;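 active means nuclear translocation activity above 50% at 5 µM, with a well cell count of 50 or more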;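 further: per-cell ratio of nuclear to cytoplasmic median beta-catenin stain intensity; plate controls were DMSO negative control for no effect and GSK-3 inhibitor IX positive control for full effect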
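Read-out: Nuclear/cytoplasmic beta-catenin signal ratio, % activation | Assay system: Human HeLa cell line | Times: 24 h compound exposure at 37°C, 5% CO2 | Signal: Fluorescence imaging of beta-catenin antibody stain plus DAPI | Dosing: 5 µM primary, 0.02–20 µM confirmation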
MT stabilizer: microtubule stabilization, imaging screen. HeLa tubulin immunostaining HCS, 24 h; share of cells brighter than vehicle mean+2SD. % tubulin-high responders, % at 10 µM. 200,000 tested, 0.83% active. AID 2205;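 active means plate Z-score above 3 for both tubulin-high and condensed-nucleus cell shares, with cell loss under 80%, at 10 µM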;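 further: anti alpha tubulin signal scored within the nucleus-defined area of each cell; some results filed as inactive read as strong as hits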
human PMI inhibitors: human PMI inhibitors, high substrate, primary screen, biochemical, fluorescence intensity, high mannose 6-phosphate (AID 1220); recombinant PMI enzyme, coupled fluorescence intensity; higher % means a stronger effect; inhibition, % at 20 µM, or IC50 in µM where a hit was titrated; 190,000 tested, 0.66% active
Dynein transport: dynein cargo transport inhibition; 3617.4 mouse cells, GR-EGFP nuclear translocation imaging; test concentration mostly 20 µM; stimulated with dexamethasone, 1 µM; active compounds read low; z-score, hits read low; 220,000 tested, 0.47% active; AID 1381;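 active means plate z-score of nuclear minus cytoplasmic receptor signal below a set negative limit, without overly bright fluorescence or cell loss, cut at about -3.5 in these data, passing the limit was not always enough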;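 further: z-score of nuclear minus cytoplasmic ring GR-EGFP intensity difference per well; some compounds called inactive have numbers as strong as hits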
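Schedule: 48 h induction, then 1 h compound, then 30 min agonist, 37 °C. Buffer or medium: tetracycline-free induction medium containing charcoal-stripped FBS. Reagent: 1.0 µM final dexamethasone stimulus. Evaluation: nuclear versus cytoplasmic GR-EGFP signal, averaged per well. Signal: high-content fluorescence imaging after fixation.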
WT yeast gro inh mutant strain: further read-out of WT yeast gro inh, marked with its call; inhibition, %; mitochondrial fusion phenotypic screen, mutant strain inhibition
Dynein transport cytoplasmic EGFP: second read-out of Dynein transport, no call of its own (marks repeat the call); z-score; measured here: cytoplasmic GR-EGFP intensity; active compounds read high
Dynein transport nuclear GR-EGFP: second read-out of Dynein transport, no call of its own (marks repeat the call); z-score; measured here: nuclear GR-EGFP intensity;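 lower value marks the stronger effect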
Dynein transport cell count: also measured in Dynein transport; calls as there; z-score; measured here: cell count per field
Ins promoter up cell count: also measured in Ins promoter up; calls as there; cell count; measured here: cytotoxicity, nuclei count;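 total cells summed across four imaged fields per well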
bCat nuc transl cell count 5 µM: recorded beside bCat nuc transl, whose call it bears; cell count; measured here: cell count, cytotoxicity flag
MT stabilizer Hoechst-high %: second read-out of MT stabilizer, no call of its own (marks repeat the call); % Hoechst-high responders; measured here: nuclear condensation Hoechst responders;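 share of cells brighter than vehicle mean plus two SD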
MT stabilizer cytotoxicity %: second read-out of MT stabilizer, no call of its own (marks repeat the call); toxicity, %; measured here: cytotoxicity by cell density;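 0% = mean cell density of plate MIN control wells and 100% = no cells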
Autophagy mod cell loss 18 h: further read-out of Autophagy mod, marked with its call; toxicity, %; measured here: cell loss, nuclei count;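 cell loss after 18 h compound exposure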
* marks the source's active call; other numbers are inactive results. Unless noted, no stated cut-off is given here; in the data, active means inhibition above about 50%; inactive means the rest.

`O=c1[nH]c(=S)[nH]nc1Cc1ccccc1` gave Ins promoter up 1.4, Yfh1-off respiration inactive, PMI inhibitors 3%, Autophagy mod inactive, WT yeast gro inh 4, bCat nuc transl 1.0, MT stabilizer 4.1, human PMI inhibitors -8%, Dynein transport -0.018, WT yeast gro inh mutant strain -4, Dynein transport cytoplasmic EGFP 0.22, Dynein transport nuclear GR-EGFP 0.22, Dynein transport cell count -0.36, Ins promoter up cell count 950, bCat nuc transl cell count 5 µM 1435, MT stabilizer Hoechst-high % 2.4, MT stabilizer cytotoxicity % 6.8 and Autophagy mod cell loss 18 h 9.
`O=C(NCCCN1CCOCC1)C1(c2ccccc2)CCOCC1` gave Ins promoter up 1.2, Yfh1-off respiration inactive, PMI inhibitors -4%, Autophagy mod inactive, WT yeast gro inh -4, bCat nuc transl -8.3, MT stabilizer 5.7, human PMI inhibitors 3%, Dynein transport -0.69, WT yeast gro inh mutant strain -9, Dynein transport cytoplasmic EGFP -0.19, Dynein transport nuclear GR-EGFP 0.0066, Dynein transport cell count 0.18, Ins promoter up cell count 1136, bCat nuc transl cell count 5 µM 1038, MT stabilizer Hoechst-high % 2.9, MT stabilizer cytotoxicity % 7.1 and Autophagy mod cell loss 18 h 9.
`COCCN(Cc1cc2cc(C)ccc2n2nnnc12)C(=S)Nc1ccccc1C` gave Ins promoter up 1.1, Yfh1-off respiration inactive, PMI inhibitors 5%, Autophagy mod inactive, WT yeast gro inh -16, bCat nuc transl -0.7, MT stabilizer 3.7, human PMI inhibitors -1%, Dynein transport 1.9, WT yeast gro inh mutant strain -4, Dynein transport cytoplasmic EGFP -0.15, Dynein transport nuclear GR-EGFP 1.2, Dynein transport cell count -1, Ins promoter up cell count 1173, bCat nuc transl cell count 5 µM 1024, MT stabilizer Hoechst-high % 1.2, MT stabilizer cytotoxicity % 1.3 and Autophagy mod cell loss 18 h 0.
Screening CC1(C)Oc2ccc(C(=O)N3CCCCC3)cc2N(CC(=O)NCc2ccccc2)C1=O returned Ins promoter up -0.11, Yfh1-off respiration inactive, PMI inhibitors 2%, Autophagy mod inactive, WT yeast gro inh -26, bCat nuc transl -7.2, MT stabilizer 1.9, human PMI inhibitors 107%*, Dynein transport -0.46, WT yeast gro inh mutant strain -21, Dynein transport cytoplasmic EGFP -0.034, Dynein transport nuclear GR-EGFP -0.2, Dynein transport cell count 0.47, Ins promoter up cell count 1140, bCat nuc transl cell count 5 µM 1182, MT stabilizer Hoechst-high % 2.6, MT stabilizer cytotoxicity % 8.1 and Autophagy mod cell loss 18 h -5.
Screening Cc1ccc(CNC(=O)CCCNS(=O)(=O)c2cccc3nonc23)cc1 returned Ins promoter up 0.73, Yfh1-off respiration inactive, PMI inhibitors 17%, Autophagy mod inactive, WT yeast gro inh 14, bCat nuc transl -1.0, MT stabilizer 3.9, human PMI inhibitors 11%, Dynein transport -0.036, WT yeast gro inh mutant strain 1, Dynein transport cytoplasmic EGFP -0.19, Dynein transport nuclear GR-EGFP 0.47, Dynein transport cell count 0.24, Ins promoter up cell count 1164, bCat nuc transl cell count 5 µM 941, MT stabilizer Hoechst-high % 3.2, MT stabilizer cytotoxicity % 8.7 and Autophagy mod cell loss 18 h -6.
CCOC(=O)c1c(NC(=O)C(C)Sc2cn(C)c3ccccc23)sc2c1CCC2 (stereo unspecified) was read as Ins promoter up 0.04, PMI inhibitors -9%, Autophagy mod inactive, WT yeast gro inh 19, bCat nuc transl -0.1, MT stabilizer 2.9, human PMI inhibitors 1%, Dynein transport 0.84, WT yeast gro inh mutant strain -3, Dynein transport cytoplasmic EGFP -0.084, Dynein transport nuclear GR-EGFP 1.3, Dynein transport cell count -1.2, Ins promoter up cell count 1030, bCat nuc transl cell count 5 µM 580, MT stabilizer Hoechst-high % 0.9, MT stabilizer cytotoxicity % 7.0 and Autophagy mod cell loss 18 h -38.
For CN(CCC#N)C(=O)COC(=O)c1ccc2[nH]c3c(c2c1)CCCC3 the results were Ins promoter up -0.4, Yfh1-off respiration inactive, PMI inhibitors -8%, Autophagy mod inactive, WT yeast gro inh 4, bCat nuc transl 0.1, MT stabilizer 3.4, human PMI inhibitors -2%, Dynein transport -2.3, WT yeast gro inh mutant strain 19, Dynein transport cytoplasmic EGFP 0.45, Dynein transport nuclear GR-EGFP -0.98, Dynein transport cell count -5.9, Ins promoter up cell count 1347, bCat nuc transl cell count 5 µM 1097, MT stabilizer Hoechst-high % 1.6, MT stabilizer cytotoxicity % 10 and Autophagy mod cell loss 18 h -2.
Screening Cc1[nH]c2ccccc2c1CCC(N)=O returned Ins promoter up 0.15, Yfh1-off respiration inactive, PMI inhibitors -7%, Autophagy mod inactive, WT yeast gro inh 10, bCat nuc transl -3.4, MT stabilizer 2.3, human PMI inhibitors -1%, Dynein transport 0.25, WT yeast gro inh mutant strain 0, Dynein transport cytoplasmic EGFP -0.16, Dynein transport nuclear GR-EGFP 0.15, Dynein transport cell count 0.37, Ins promoter up cell count 1224, bCat nuc transl cell count 5 µM 1055, MT stabilizer Hoechst-high % 4.3, MT stabilizer cytotoxicity % 5.5 and Autophagy mod cell loss 18 h 1.
C=CCN(c1ccccc1C(=O)NCC(=O)O)S(=O)(=O)c1ccc(C)cc1 was read as Ins promoter up 0.12, Yfh1-off respiration inactive, bCat nuc transl -1.5, Dynein transport 0.65, Dynein transport cytoplasmic EGFP -0.24, Dynein transport nuclear GR-EGFP 0.3, Dynein transport cell count -0.58, Ins promoter up cell count 1552 and bCat nuc transl cell count 5 µM 1129.
`COc1cc(C(=O)OCC(=O)NC2CCS(=O)(=O)C2)ccc1OCc1c(C)noc1C` (stereo unspecified) gave Ins promoter up 1.2, Yfh1-off respiration inactive, PMI inhibitors 6%, Autophagy mod inactive, WT yeast gro inh -34, bCat nuc transl -0.1, MT stabilizer 3.8, human PMI inhibitors -6%, Dynein transport -0.17, WT yeast gro inh mutant strain 5, Dynein transport cytoplasmic EGFP -0.2, Dynein transport nuclear GR-EGFP -0.0042, Dynein transport cell count 0.76, Ins promoter up cell count 1545, bCat nuc transl cell count 5 µM 992, MT stabilizer Hoechst-high % 2.8, MT stabilizer cytotoxicity % 14 and Autophagy mod cell loss 18 h -7.
For NS(=O)(=O)c1cccc(NC(=O)COC(=O)C2CCN(S(=O)(=O)c3cccs3)CC2)c1 the results were Ins promoter up -0.29, Yfh1-off respiration inactive, bCat nuc transl 1.1, Dynein transport 0.84, Dynein transport cytoplasmic EGFP 1.2, Dynein transport nuclear GR-EGFP 0.56, Dynein transport cell count -1, Ins promoter up cell count 1373 and bCat nuc transl cell count 5 µM 1239.
`O=C(c1cccc(Cl)c1)N1CCn2c1nc1ccccc12` gave Ins promoter up 0.17, Yfh1-off respiration inactive, Autophagy mod inactive, WT yeast gro inh 9, bCat nuc transl 1.5, MT stabilizer 2.1, Dynein transport 1.1, WT yeast gro inh mutant strain -3, Dynein transport cytoplasmic EGFP -0.054, Dynein transport nuclear GR-EGFP 0.46, Dynein transport cell count -1.9, Ins promoter up cell count 1114, bCat nuc transl cell count 5 µM 1578, MT stabilizer Hoechst-high % 3.3, MT stabilizer cytotoxicity % 4.5 and Autophagy mod cell loss 18 h -1.
COc1cccc(/C=N/NC(=O)CC2C(=O)NN=C2C)c1O (stereo unspecified) was read as Ins promoter up 0.27, Yfh1-off respiration inactive, PMI inhibitors -3%, Autophagy mod inactive, WT yeast gro inh -8, MT stabilizer 1.6, human PMI inhibitors -6%, Dynein transport -0.67, WT yeast gro inh mutant strain -1, Dynein transport cytoplasmic EGFP 0.2, Dynein transport nuclear GR-EGFP -0.02, Dynein transport cell count 0.45, Ins promoter up cell count 893, MT stabilizer Hoechst-high % 1.0, MT stabilizer cytotoxicity % 8.6 and Autophagy mod cell loss 18 h 2.
For Cc1ccc(Cl)cc1NC(=O)c1ccc(NC(=O)CCC(=O)O)cc1 the results were Ins promoter up -0.21, Yfh1-off respiration inactive, PMI inhibitors -1%, Autophagy mod inactive, WT yeast gro inh -18, MT stabilizer 2.4, human PMI inhibitors -3%, Dynein transport -0.78, WT yeast gro inh mutant strain 15, Dynein transport cytoplasmic EGFP -0.21, Dynein transport nuclear GR-EGFP -0.68, Dynein transport cell count 0.83, Ins promoter up cell count 1296, MT stabilizer Hoechst-high % 3.4, MT stabilizer cytotoxicity % 7.4 and Autophagy mod cell loss 18 h -7.
Screening O=C(CCN1C(=O)C2C3C=CC(C4CC34)C2C1=O)Oc1ccc(Br)cc1 (stereo unspecified) returned Ins promoter up 0.91, Yfh1-off respiration inactive, PMI inhibitors 2%, Autophagy mod inactive, WT yeast gro inh -2, bCat nuc transl -7.9, MT stabilizer 2.2, human PMI inhibitors 8%, Dynein transport -0.34, WT yeast gro inh mutant strain -9, Dynein transport cytoplasmic EGFP -0.27, Dynein transport nuclear GR-EGFP 0.43, Dynein transport cell count 0.14, Ins promoter up cell count 1541, bCat nuc transl cell count 5 µM 1084, MT stabilizer Hoechst-high % 2.5, MT stabilizer cytotoxicity % 6.6 and Autophagy mod cell loss 18 h -1.

Screens deposited in PubChem BioAssay by several laboratories.
